Assay outcomes: PubChem, several laboratories
PhoP inhibition – inhibitors of PhoP regulon expression, primary screen, Salmonella Typhimurium, GFP reporter (AID 1863); S. Typhimurium PhoP-regulated promoter GFP reporter, 4 h; higher % means a stronger effect; inhibition, % at 50 µM; hits with a dose series show IC50 in µM; 0.16% of 300,000 active;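 active means inhibition over 29.93%, a cutoff 3 SD above the screen mean, later confirmed by dose response; inconclusive means inhibition over 29.93% but no dose response follow-up; inactive means inhibition at most 29.93% or unconfirmed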;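 further: 0% = low Mg2+ inducing control and 100% = high Mg2+ repressing control; strong numbers were not always called active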
NTR1 ag – agonists of NTR1, primary screen, imaging, U2OS cells, beta-arrestin-GFP, high content (AID 493036). NTR1-U2OS beta-arrestin-GFP spot imaging, agonist mode. activation, % at 20 µM. P30989. 0.17% of 330,000 active;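 active means activation at or above 40% of the spot to cytoplasm intensity ratio, with at least 20 cells analyzed; inconclusive means wells under 20 cells, flagged as cytotoxic or low count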;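 further: 0% = DMSO without peptide and 100% = 100 nM NTR1 peptide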
Target sequence (P30989 whole entry, looked up): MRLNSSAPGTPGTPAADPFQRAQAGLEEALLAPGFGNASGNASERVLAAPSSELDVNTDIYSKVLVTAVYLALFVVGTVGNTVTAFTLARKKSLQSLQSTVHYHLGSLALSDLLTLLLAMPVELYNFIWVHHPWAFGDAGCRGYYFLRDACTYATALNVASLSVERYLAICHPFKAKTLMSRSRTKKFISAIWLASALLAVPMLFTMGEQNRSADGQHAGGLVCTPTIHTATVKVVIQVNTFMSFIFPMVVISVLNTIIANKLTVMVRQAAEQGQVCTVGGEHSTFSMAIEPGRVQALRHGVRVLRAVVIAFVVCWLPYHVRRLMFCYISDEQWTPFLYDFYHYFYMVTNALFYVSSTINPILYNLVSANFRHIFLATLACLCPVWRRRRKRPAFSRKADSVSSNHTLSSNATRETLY
SV40 large T antigen – SV40 large T antigen inhibitors, biochemical (AID 1903) | SV40 large T antigen ATPase/helicase inhibition assay; higher % means a stronger effect | inhibition, % at 20 µM, or IC50 in µM where a hit was titrated | 0.39% of 310,000 active; in the data active means a potency from the dose series; inconclusive means inhibition mostly from about 32% at the one dose, without a potency; inactive means the rest, 99 in 100 with inhibition below about 32%; further: strong numbers were not always called active
T cell modulator – T cell immune modulators affecting CD8 T cell-vesicle binding; calls only at 7 µM; 2C CD8+ T cell-vesicle binding, flow cytometry; active compounds read low; 0.068% of 330,000 active; AID 2052;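 active means response, share of CD8 T cells binding vesicles, and their 90th percentile fluorescence all below set limits, cut at about 80% in these data, passing the limit was not always enough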
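Also added: QL9-peptide-loaded Drosophila micro-vesicles bearing Ld, ICAM-1 and B7-1; Test system: purified 2C TCR transgenic mouse naive CD8+ T cells; Measured by: cytometric PE anti-B7-1 and Alexa647 anti-CD8 signals after 1% paraformaldehyde fixation; Timing: binding step 1.5 h, 37 °C, antibody labelling 20 min, ice.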
RSV antiviral HEp-2 – RSV antiviral activity via CPE protection, HEp-2 cells, primary 10 µM value included (AID 2391); CPE inhibition, % at 10 µM, or IC50 in µM where a hit was titrated; HEp-2 cells, RSV-induced CPE inhibition; higher % means a stronger effect; 0.13% of 310,000 active; in the data active means a potency from the dose series; inconclusive means CPE inhibition mostly from about 23% at the one dose, without a potency; inactive means the rest, 99 in 100 with CPE inhibition below about 21%; further: strong numbers were not always called active
Rac1 GTP hydrolysis – MgcRacGAP GTPase-activating activity inhibitors, confirmation, biochemical, ADP Hunter fluorescence; MgcRacGAP-stimulated Rac1 GTP hydrolysis, ADP Hunter fluorescence; higher % means a stronger effect; GST-tagged Rac1 F28L mutant substrate; inhibition, % at 30 µM, or IC50 in µM where a hit was titrated; 0.6% of 340,000 active;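 active means first-screen hits whose inhibition reached a set limit at any dose in the follow-up dose series; inconclusive means inhibition above the set first-screen limit but never retested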;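 further: fluorescence reports GDP produced by GAP-driven GTP hydrolysis; strong numbers were not always called active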
West Nile antiviral – inhibition of WNV-induced cytopathic effect – cell-based, CPE readout (AID 1621); West Nile virus-infected cells, CPE inhibition; higher % means a stronger effect; CPE inhibition, % at 10 µM, or IC50 in µM where a hit was titrated; 0.02% of 290,000 active; in the data active means a potency from the dose series; inconclusive means CPE inhibition mostly from about 3.7% at the one dose, without a potency; inactive means the rest, 99 in 100 with CPE inhibition below about 2.2%; further: strong numbers were not always called active
UTI89 phage lysis – inhibition of K1F phage lysis, E. coli UTI89, bacterial capsule biogenesis inhibitors, alamar blue (AID 488966); E. coli UTI89 K1F phage lysis, alamar blue, 2 h; higher % means a stronger effect; inhibition, % at 100 µM; hits with a dose series show IC50 in µM; 0.02% of 340,000 active;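 active means phage lysis inhibition, versus mean bacterial control, above a set limit; inconclusive means no clear call, values can overlap the other calls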;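 further: capsule biogenesis inhibitors block K1F phage lysis so surviving cells raise fluorescence; higher fluorescence means more inhibition of phage lysis; actives were called in the ten point dose series up to 300 µM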
NS5 inhibitors – flavivirus cap methylation enzyme inhibition – biochemical, confirmation dose response, primary screen (AID 588689) | Dengue-2 NS5 methyltransferase capping enzyme assay, biochemical; higher % means a stronger effect | inhibition, % at 25 µM; hits with a dose series show IC50 in µM | 0.3% of 340,000 active; in the data active means a potency from the dose series; inconclusive means inhibition above about 29% without an active follow-up result
T cell modulator vesicle-bound % – second read-out of T cell modulator, no call of its own (marks repeat the call); double positive events, %; measured here: CD8+ vesicle-bound cell fraction;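 binding gate set so that unloaded-vesicle control wells show 10% double positive cells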
NTR1 ag cell count 20 µM – further read-out of NTR1 ag, marked with its call; cell count; measured here: cell count, cytotoxicity flag
NS5 inhibitors pilot replicate – second read-out of NS5 inhibitors, no call of its own (marks repeat the call); inhibition, %; measured here: pilot screen replicate inhibition
Numbers without * were called inactive; i = inactive; ? = inconclusive; . = not tested or not shown; [ ] = remark or other dose.

SMILES	PhoP inhibition	NTR1 ag	NTR1 ag cell count 20 µM	SV40 large T antigen	T cell modulator	T cell modulator vesicle-bound %	RSV antiviral HEp-2	Rac1 GTP hydrolysis	West Nile antiviral	UTI89 phage lysis	NS5 inhibitors	others
C=CCNC(=O)N1CCCC(N2CCN(c3ccccc3OC)CC2)C1 (stereo not given)	6%	1.6	53	7%	i	63	5.5%	9%	-0.4%	0.5%	1%	NS5 inhibitors pilot replicate=1.5
CS(=O)(=O)c1ccccc1-c1nc(-c2ccc([N+](=O)[O-])cc2)no1	0%	-0.1	41	0%	i	58	4.3%	5%	-0.1%	-2.2%	2%
CCOc1ccc(N2C(=O)C3=C(C(c4ccc(Cl)cc4)=NCCN3)C2c2cccnc2)cc1 (stereo not given)	-3%	0.6	58	-6%	i	60	-0.8%	7%	-0.6%	0.1%	-8%
NNc1nc(C(F)(F)F)nc2ccccc12	-6%	3.4	57	12%	i	18	3.8%	-2%	-0.3%	0.2%	-9%
O=C(N/N=C/c1ccc(Sc2nc3ccccc3[nH]2)o1)c1ccncc1	-12%	-1.8	70	6%	i	33	1.3%	10%	-0.8%	1.8%	-3%
Cc1ccc(Nc2nc3ccccc3nc2Nc2c(C)n(C)n(-c3ccccc3)c2=O)cc1	9%	1.8	84	21%	i	52	1.3%	6%	-0.2%	-0.1%	6%
O=C(O)Cn1nnc(COc2ccccc2)n1	3%	-0.5	51	-4%	i	22	0.2%	1%	-0.1%	-0.1%	-2%
Cc1ccc(C(=O)NC2CCC(C)CC2)s1 (stereo not given)	-3%	2.0	68	5%	i	39	-2.5%	2%	.	1.7%[50 µM]	-5%
O=C1S/C(=C/c2ccc(N3CCOCC3)o2)C(=O)N1Cc1ccc(F)cc1	-2%	-9.5	77	7%	i	55	-1.5%	16%	-0.2%	0.1%	-41%	NS5 inhibitors pilot replicate=-15
COc1ccc2c(c1OC)C(=O)N1c3ccccc3C(=O)N(c3ccccc3F)C21 (stereo not given)	10%	0.9	27	0%	i	26	-1.3%	11%	-0.3%	0.1%	-10%
Cc1ccc(OCCN(C)C(=O)C2CCC(=O)N(CCCN3CCOCC3)C2)cc1 (stereo not given)	0%	-0.6	42	-1%	i	82	-0.2%	4%	-0.1%	1.2%[50 µM]	3%
O=[N+]([O-])c1cccc(Nc2c3ccccc3nc3ccccc23)c1	8%	-0.5	35	5%	i	34	1.3%	10%	-0.9%	1.1%	-7%
COc1cc(-c2[nH]ncc2CN2CCN(c3cccc(C)n3)CC2)cc(OC)c1OC	-5%	2.8	52	5%	i	22	12%	11%	0.0%	-0.1%	-5%
O=C(Nc1ccc(-c2csc(Nc3cccc(C(F)(F)F)c3)n2)cc1)c1cc([N+](=O)[O-])cc(C(F)(F)F)c1	-2%	8.0	73	13%	i	30	5.0%	9%	?	2.5%	-6%
COc1ccc(CCn2c(N)c(S(=O)(=O)c3cccs3)c3nc4ccccc4nc32)cc1OC	0%	-0.2	70	-2%	i	7	1.6%	-1%	-0.4%	0.9%	-1%
COc1ccc2c(c1)c(=O)c(C(=O)c1ccccc1)cn2Cc1ccc(C)cc1	6%	4.3	47	12%	i	41	3.1%	9%	0.0%	-0.2%	-4%
COc1cc(OC)cc(C(=O)NCC(=O)N2CCN(Cc3ccccc3)CC2)c1	.	1.6	59	.	i	17	.	2%	.	0.6%[50 µM]	3%
Cc1cc(Cl)ccc1OCc1nnc2n1CCCCC2	-3%	0.7	54	10%	i	58	13%	3%	-1.0%	2.5%	-2%
Cc1cc(-c2nnc3n2CCCCC3)c(C)n1-c1ccccc1	8%	0.9	48	17%	i	33	2.4%	0%	0.0%	7.2%	-5%
COc1ccc(Cl)cc1NC(=O)COC(=O)CNC(=O)c1ccc([N+](=O)[O-])c(C)c1	-10%	0.0	44	6%	i	49	1.4%	13%	-0.5%	0.7%	0%
Cc1ccccc1NC(=O)Nc1ccc2c(c1)OCO2	-2%	0.0	59	4%	i	64	2.4%	5%	-0.8%	-0.1%	-9%
CC(OC(=O)c1cc[n+]([O-])cc1)C(=O)Nc1ccc(C(N)=O)cc1 (stereo not given)	.	-0.1	55	.	i	39	-0.4%	6%	.	0.5%[50 µM]	-1%
CC(C)N(C(=O)C(F)(F)F)C(C(=O)NC1CCCCC1)c1ccncc1 (stereo not given)	11%	1.3	74	20%	i	17	12%	5%	-0.2%	0.0%	-9%
CCCCN(C(=O)c1ccc(S(=O)(=O)N2CCCC2)cc1)C1CCS(=O)(=O)C1 (stereo not given)	-2%	0.6	69	2%	i	28	-0.3%	4%	.	0.6%[50 µM]	1%
O=C(CN1C(=O)c2ccccc2C1=O)Nc1ccc(N2CCOCC2)cc1	-3%	-3.5	87	13%	i	37	0.6%	4%	-0.2%	4.6%	-4%
CCN(CC)S(=O)(=O)c1ccc(N2CCCC2)c(NC(=O)C2=COCCO2)c1	-1%	2.2	54	11%	i	23	-2.7%	-7%	.	0.2%[50 µM]	6%
CCOC(=O)N1N=C(c2ccccc2)CC1(O)C(F)(F)F (stereo not given)	-5%	0.3	46	3%	i	55	0.5%	1%	.	-0.2%	.
CCOC(=O)CSc1nnc(COc2cccc(C)c2)o1	4%	1.1	60	-2%	i	57	0.7%	.	-0.1%	.	.
CCCN1C(=O)/C(=C/c2cc(C)n(C)c2C)SC1=Nc1ccc(OC)cc1	-3%	28	47	-1%	i	10	-0.2%	6%	0.2%	0.5%	-12%
CC1=C(C(=O)N2CCN(c3cc(C)ccc3C)CC2)C2(CCCCC2)OC1=O	1%	2.5	55	8%	i	44	0.5%	-4%	.	-7.2%	-5%
COc1ccc(N(CC(=O)Nc2ccccc2C(N)=O)S(=O)(=O)c2ccc(C)c([N+](=O)[O-])c2)cc1	-4%	3.6	44	-1%	i	25	0.5%	6%	-1.1%	-0.2%	-4%
CCNc1cc(N2CCOCC2)nc(SC)n1	-5%	-0.6	30	-12%	i	2	-1.2%	2%	0.6%	0.1%	-6%
O=C(O)CCc1nn2cc(-c3ccccc3)nc2[nH]c1=O	-5%	0.3	50	0%	i	18	0.5%	7%	0.1%	0.5%	1%
Cc1ccc(S(=O)(=O)n2c3ccc(F)cc3c3nc(C)sc32)cc1	-2%	0.9	83	5%	i	23	8.4%	.	0.0%	.	.
Cc1ccc(-c2nnc3n2N=C(c2ccccc2)CS3)cc1	2%	3.6	67	-4%	i	32	1.5%	8%	0.0%	4.2%	1%
CCn1cc(/C=C/c2cc[n+](C)cc2)c2ccccc21	-74%	.	.	13%	i	60	0.8%	8%	1.9%	0.2%	?
Cn1c(=O)c2c(nc(NCc3ccccc3)n2CCCc2ccccc2)n(C)c1=O	-1%	3.0	29	18%	i	14	0.2%	-5%	-0.2%	-1.1%	-6%
Cc1cccc(C(=O)N[C@@H]2c3ccccc3C[C@@H]2O)n1	7%	2.5	60	9%	i	28	0.1%	5%	0.1%	0.1%	-4%
Cc1cc(N2CCN(C)CC2)nc2ccc(NC(=S)N3CCN(c4cccc(Cl)c4)CC3)cc12	-14%	0.4	52	13%	i	33	-2.9%	21%	-0.8%	-0.1%	-4%
CN(C(=O)CS(=O)(=O)c1cccc(Cl)c1)c1ccccc1	3%	4.2	24	1%	i	56	-0.7%	2%	-0.4%	-0.3%	-1%
CN(C)c1ccc(C=NCCC2(O)CCOC(C)(C)C2)cc1 (stereo not given)	-6%	-1.3	100	0%	i	3	0.7%	9%	0.3%	0.2%	4%
COc1ccc(C(=O)NC(=S)Nc2ccc(N3CCOCC3)c(Cl)c2)cc1[N+](=O)[O-]	1%	11	43	14%	i	32	10%	6%	-1.0%	7.0%	-10%
O=[N+]([O-])/C(=C\Nc1ccccc1Cl)S(=O)(=O)c1ccccc1	1%	3.1	45	1%	i	57	0.1%	8%	0.4%	-0.9%	-1%
O=C1NCCN1CCNS(=O)(=O)c1ccc2ccccc2c1	13%	-0.1	77	5%	i	30	0.2%	10%	-0.2%	0.2%	-7%
CC(C)C(=O)N1CCN(c2ccc(NC(=O)c3ccc([N+](=O)[O-])o3)cc2Cl)CC1	6%	.	.	8%	.	.	.	-1%	-2.3%	-0.3%	0%
O=C(OCC1COc2ccccc2O1)c1c(F)cccc1F (stereo not given)	8%	1.1	47	7%	i	29	6.7%	1%	-0.4%	0.0%	-5%
COc1cccc(NC(=O)NCc2cccn2C)c1	-3%	1.1	57	10%	i	24	0.4%	11%	1.4%	1.6%	-3%
COCCCC1CCN(C(=O)C2CCC(=O)N(C3CCCCCC3)C2)CC1 (stereo not given)	-4%	0.6	60	14%	i	11	0.6%	2%	-1.2%	0.1%	-2%
CCS(=O)(=O)c1nc(S(=O)(=O)c2ccc(Cl)cc2)c(NCCCN2CCOCC2)s1	-6%	0.2	59	8%	i	32	1.4%	9%	0.0%	0.3%	1%
O=C(NCc1cccs1)C(=O)NCC(c1ccco1)N1CCN(c2ccccc2)CC1 (stereo not given)	1%	-1.5	50	9%	i	28	-1.0%	7%	-0.9%	-1.9%[50 µM]	5%
Cc1ccsc1C(C(=O)NC1CCCCC1)N(C(=O)c1csnn1)C1CC1 (stereo not given)	0%	2.3	72	.	i	42	-0.6%	7%	-1.2%	0.0%	-1%
Nc1[nH]n2c(=O)cc(-c3ccccc3)nc2c1N=Nc1ccc2c(c1)OCO2	1%	0.0	46	10%	i	48	-4.0%	.	-0.1%	.	.
CCN(CC)S(=O)(=O)c1ccc(-c2nnc3sc4cccc(C)c4n23)cc1	-7%	8.4	41	5%	i	44	2.9%	7%	-1.1%	3.1%	-1%

Among those listed so far, two contain a COOH group.
SMILES	PhoP inhibition	NTR1 ag	NTR1 ag cell count 20 µM	SV40 large T antigen	T cell modulator	T cell modulator vesicle-bound %	RSV antiviral HEp-2	Rac1 GTP hydrolysis	West Nile antiviral	UTI89 phage lysis	NS5 inhibitors	others
O=C(O)Cn1nnc(COc2ccccc2)n1	3%	-0.5	51	-4%	i	22	0.2%	1%	-0.1%	-0.1%	-2%
O=C(O)CCc1nn2cc(-c3ccccc3)nc2[nH]c1=O	-5%	0.3	50	0%	i	18	0.5%	7%	0.1%	0.5%	1%
